mec2-1: NCI yeast anticancer drug screen, S. cerevisiae mec2-1 strain. growth inhibition, % at 50 µM. 9% of 79,000 active;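 further: 0% = growth of vehicle-only cultures of the same strain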
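Compounds were applied to mec2-1 yeast cells. Their growth was then compared with that of vehicle-treated cultures to give growth inhibition.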
bub3: NCI yeast anticancer drug screen, S. cerevisiae bub3 mutant strain; growth inhibition, % at 50 µM; 9.9% of 78,000 active; AID 167;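 further: 0% = growth of vehicle-only cultures of the same strain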
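Compounds were applied to a genetically altered yeast strain carrying a cell-cycle control defect. Growth inhibition was scored against vehicle-treated controls.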
cln2 rad14: NCI yeast anticancer drug screen, S. cerevisiae cln2 rad14 strain; % growth inhibition at 50 µM; 8.3% of 78,000 active; AID 165;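 further: 0% = growth of vehicle-only cultures of the same strain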
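Compounds are applied to the cln2 rad14 yeast strain, and growth is then compared with that of vehicle-treated cultures to give inhibition.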
mlh1 rad18: NCI yeast anticancer drug screen, S. cerevisiae mlh1 rad18 strain | % growth inhibition at 50 µM | 11% of 79,000 active | AID 175;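 further: 0% = growth of vehicle-only cultures of the same strain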
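Steps: expose repair-defective yeast to compound; measure growth; express inhibition against vehicle-treated controls.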
rad50: NCI yeast anticancer drug screen, S. cerevisiae rad50 strain; 10% of 79,000 active; % growth inhibition at 50 µM;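 further: 0% = growth of vehicle-only cultures of the same strain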
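A DNA repair-deficient yeast mutant serves as the test organism; compound-induced growth inhibition is calculated against vehicle-treated cells.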
yeast sgs1 mgt1: NCI yeast anticancer drug screen, S. cerevisiae sgs1 mgt1 strain; growth inhibition, % at 50 µM; 10% of 78,000 active; AID 161;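 further: 0% = growth of vehicle-only cultures of the same strain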
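Yeast cells carrying a defined DNA-repair defect were exposed to test compounds. Growth inhibition was measured relative to vehicle-treated controls.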
Active calls of the source: *; & = joins results of further samples. No stated cut-off is given here; in the data, active means growth inhibition above about 70%; inactive means the rest.

| nr | Molecule | mec2-1 | bub3 | cln2 rad14 | mlh1 rad18 | rad50 | yeast sgs1 mgt1 |
| --- | --- | --- | --- | --- | --- | --- | --- |
| 1 | O=c1[nH]c(=S)c2ncn(-c3ccccc3)c2[nH]1 | -5 | 4 | -19 | 2 | 1 | -6 |
| 2 | COc1cccc(C2c3cc4c(cc3OC(N3CCCC3)C2C)OCO4)c1 (centres undefined) | 82* | 85* | 76* | 80* | 85* | 78* |
| 3 | O=C1CC(=S)NC(=S)N1 | -2 | -10 | -26 | 40 | 13 | -15 |
| 4 | OC1CCCSC1 (centres undefined) | -16 | 17 | 5 | 28 | 18 | 13 |
| 5 | COC(=O)CCC(=O)Nc1cc(Cl)ccc1Cl | -16 | -4 | 6 | 6 | -2 | 0 |
| 6 | O=C(/C=C(\C(=O)c1cccs1)c1cccs1)c1ccc(C(=O)/C=C(\C(=O)c2cccs2)c2cccs2)cc1 | -24 | -16 | -25 | -6 | 4 | 19 |
| 7 | Cc1cc2nc(CC(C(F)(F)F)C(F)(F)F)oc2cc1C | -13 | -14 | -5 | 35 | -21 | -13 |
| 8 | CONCC(=O)c1ccc(SC)cc1 | 1 | -10 | -22 | 0 | -18 | -14 |
| 9 | CCCCN(CCCC)CCCC#N | -1 | -20 | 9 | -20 | 15 | -4 |
| 10 | COc1cc(C(C)(C)C)c2oc3c(c2c1)C(=O)C(C(C)(C)C)=CC3(OC)OC | -7 | 2 | 6 | -2 | 13 | -17 |
| 11 | COC(=O)c1nc(=S)[nH]c(C(=O)OC)c1C(=O)c1cccc(O)c1 | -14 | 6 | 1 | 20 | 0 | 2 |
| 12 | CCOC(=N)Cc1ccccc1 | 21 | 23 | -11 | -28 | 4 | 5 |
| 13 | CCc1cccc(CC)c1N=C(NC(=O)c1ccc(Br)cc1)SC | -16 | -17 | -7 | -6 | -18 | -5 |
| 14 | Cc1ccc(CO)c(O)c1 | -7 | 4 | 6 | 2 | 9 | -6 |
| 15 | COc1cc(C2OCC3C(c4ccc(O)c(OC)c4)OCC23)ccc1O (centres undefined) | -20 | 0 | 23 | 15 | 6 | 11 |
| 16 | CC1CC(O)CC(C)(C)C1 (centres undefined) | -10 | 2 | -25 | -4 | 6 | 1 |
| 17 | COC(=O)C(C)NC(=O)C(CCSC)NC(=O)C(Cc1ccccc1)NC(=O)OC(C)(C)C (centres undefined) | 1&-15 | -12&0 | 11&5 | -71&12 | 2&-7 | 6&2 |
| 18 | CC(=O)Nc1ccc(S(=O)(=O)Nc2cc(Cl)cc(Cl)c2)cc1 | -10 | 2 | 9 | -7 | 16 | 0 |
| 19 | CCOC(=O)C1=C(C)Oc2cc3c(cc2C1c1cc(OC)c(O)c(OC)c1)OCO3 (centres undefined) | 2 | 27 | 10 | 51 | 34 | 39 |
| 20 | CC(=O)CC(=O)N(C)C | -1 | -2 | -14 | 24 | 0 | 7 |
| 21 | Clc1ccc2c(c1)-c1c3c(nn1-c1ccccc1)-c1ccccc1SC3O2 (centres undefined) | 11 | -2 | 19 | -14 | 23 | 18 |
| 22 | O=S(=O)(CS(=O)(=O)N1CCCCC1)N1CCCCC1 | -5 | 7 | -10 | 1 | -4 | -3 |
| 23 | C/C=C/Cc1n[nH]c(=O)c2c(C)[nH]nc12 | -13 | -6 | -14 | -18 | -13 | -10 |
| 24 | CCC1SC(N)=NC1=O (centres undefined) | 10 | 10 | 20 | 6 | 16 | 25 |
| 25 | CCc1cccc(C)c1NC(=S)NC(=O)c1ccccc1C(=O)NC(=S)Nc1c(C)cccc1CC | 8 | 12 | 21 | 20 | 12 | 1 |
| 26 | COC(=O)c1c(C)ccc(C)c1C(=O)c1c(C)cc(C)cc1C | 12 | 24 | -28 | 4 | -15 | 5 |
| 27 | COC(=O)/C(=N/O)C(C(=O)C=C(C)C)C(=O)C(=O)Nc1nc2ccc([N+](=O)[O-])cc2s1 (centres undefined) | -5 | 6 | -59 | 6 | 18 | 10 |
| 28 | Cc1c[nH]c(=S)[nH]c1=O | -2 | 22 | 19 | 0 | 8 | -5 |
| 29 | COc1cc(NCCN2CCOCC2)c([N+](=O)[O-])cc1OC | 12 | -1 | 3 | 8 | 22 | 8 |
| 30 | O=C1OC(c2ccccc2)(c2ccccc2)CC1c1ccccc1 (centres undefined) | 8 | -4 | -44 | 21 | 9 | 13 |
| 31 | C=CCNC(=O)NC(=O)CSC1=NNC2(C(=O)N1)c1ccccc1-c1ccccc12 | 79* | 87* | 86* | 87* | 85* | 87* |
| 32 | CCC(=O)Oc1ccc(CCC(C)=O)cc1 | -6 | -11 | -39 | 30 | -1 | -14 |
| 33 | O=C(c1ccc(Cl)cc1)C1N=NCC1c1ccccc1 (centres undefined) | 23 | 87* | 13 | 43 | -2 | 29 |
| 34 | C/C=C/C1OCC(C)([N+](=O)[O-])CO1 (centres undefined) | 10 | -1 | 12 | 31 | 24 | 19 |
| 35 | CC(=O)ON(C(=O)c1ccccc1)c1ccccc1 | 1 | 7 | -5 | 12 | -2 | 4 |
| 36 | Clc1ccc2c(c1)N(CCCN1CCCC13CCCCC3)c1ccccc1S2 | 40 | -1 | 84* | 10 | -2 | -25 |
| 37 | Cc1ccc(Cl)cc1NC(=S)N(C)C | 16 | 50 | 4 | 24 | 16 | 35 |
| 38 | O=C(CCCl)OC1CCCC1 | -10 | -6 | -30 | 9 | 2 | -4 |
| 39 | O=P1(c2ccccc2)C(c2ccccc2)CCC1c1ccccc1 (centres undefined) | 5 | 8 | 10 | -30 | 12 | 15 |
| 40 | O=C1Nc2ccc3c4c(ccc1c24)CC3 | -1 | 11 | -6 | 17 | 10 | 0 |
| 41 | Nc1csc(Nc2c3ccccc3nc3ccccc23)n1 | 2 | 14 | 13 | 3 | 37 | 9 |
| 42 | CC12O[C@H](c3ccccc3)[C@H](c3ccccc3)N1C(=O)C1(C(=O)OCc3ccccc3)CC12 (some centres undefined) | -7 | -7 | 2 | -3 | 11 | 6 |
| 43 | CC1COC2(CCCCC2)O1 (centres undefined) | -3 | -15 | -37 | -26 | -25 | -44 |
| 44 | CCCCN(CCCC)C(=O)c1ccc(C)cc1 | 24 | 40 | -14 | 18 | 14 | 53 |
| 45 | N#CC(OC(=O)c1ccccc1)C(OC(=O)c1ccccc1)C(COC(=O)c1ccccc1)OC(=O)c1ccccc1 (centres undefined) | 6 | -10 | 20 | 27 | -39 | 10 |
| 46 | O=C(NCCCCCN1CCC2(CCCCC2)CC1)C(c1ccccc1)C1CCCCC1 (centres undefined) | 100* | 100* | 99* | 100* | 100* | 100* |
| 47 | Nc1ccccc1/C=C(/C(=O)O)c1ccc(Cl)cc1 | -20 | 7 | -40 | -3 | -16 | 10 |
| 48 | Cc1ccc2c(ccc(CC(=S)[S-])[n+]2C)c1 | 52 | 62 | 47 | 90* | 58 | 66 |
| 49 | O=C(NN(Cn1c(=S)sc2ccccc21)Cn1c(=S)sc2ccccc21)c1ccncc1 | 19 | -3 | 32 | 33 | 28 | 54 |
| 50 | CCCn1c(SC)nc(COC(=O)NC)c1COC(=O)NC | -41 | -9 | -10 | -28 | -13 | -18 |
| 51 | CC(c1ccccc1)C(OCc1ccccc1)OCc1ccccc1 (centres undefined) | 9 | 23 | -36 | 1 | -17 | 5 |
| 52 | CC(=O)OC1CC2CC1C1CC=CC21 (centres undefined) | -2 | 2 | 34 | 14 | 35 | 0 |
| 53 | O=C(Nc1cccc(O)c1)c1ccccc1Cl | -6 | -12 | -86 | -30 | 9 | -15 |
| 54 | OCC1(c2cccnc2)OCCO1 | 14 | -10 | 20 | 56 | 21 | 3 |
| 55 | CC(C)(C)/[N+]([O-])=C/C1(C2(/C=[N+](\[O-])C(C)(C)C)Cc3ccccc3C2=O)Cc2ccccc2C1=O (centres undefined) | 4 | 7 | 16 | 32 | 30 | 3 |
| 56 | CCCCN(CC)C(=O)C1=C(C)NC(C)=C(C(=O)N(CC)CCCC)C1 | -20 | -26 | -26 | -47 | -38 | -21 |
| 57 | CCCOC(C)OCCC#CCC(C)OC(=O)CC(Cl)(Cl)Cl (centres undefined) | -21 | -16 | -5 | -9 | -14 | 11 |
| 58 | Oc1ccc(C(c2ccc(O)cc2)c2ccc(O)cc2)cc1 | 4 | 22 | 19 | -18 | 2 | 30 |
| 59 | C/C=C/c1ccc(OCC(=O)O)c(OC)c1 | 98* | 99* | 98* | 98* | 99* | 98* |
| 60 | O=C(OCC1CCCO1)c1ccccc1 (centres undefined) | 13 | -9 | -18 | -11 | 8 | -15 |

Next entries follow:
| nr | Molecule | mec2-1 | bub3 | cln2 rad14 | mlh1 rad18 | rad50 | yeast sgs1 mgt1 |
| --- | --- | --- | --- | --- | --- | --- | --- |
| 61 | O=C1C/C(=C\c2ccccc2)C(=O)c2ccccc2N1 | 42 | 67 | 34 | 60 | 58 | 76* |
| 62 | CN(C)Cc1cc(N=Nc2ccccc2Cl)ccc1O | 15 | 30 | 12 | 29 | -9 | 14 |
| 63 | CC(=O)[CH-]C(=O)c1ccccc1.CC(=O)[CH-]C(=O)c1ccccc1.CC1(C)OCC(C2OC3OC(C)(C)OC3C2[O-])O1.CC[O-].[Ti+4] (centres undefined) | 24 | 31 | 23 | 33 | 41 | 36 |
| 64 | O=C1CCC(C(c2ccccc2)(c2ccccc2)c2ccccc2)CC1=O (centres undefined) | 17 | 1 | 22 | -10 | -11 | -5 |
| 65 | O=C(Nc1ccccc1)Nc1ccc2ccccc2c1 | 0 | 13 | -22 | -11 | -8 | 2 |
| 66 | CCOC(=O)C(C#N)C1=CC(=O)C(=O)c2ccc(O)cc21 (centres undefined) | -8 | 17 | 27 | 0 | -5 | -1 |
| 67 | Cc1ccc[nH]c1=O | -15 | -8 | -8 | 2 | -10 | -1 |
| 68 | ClC1c2cccc3cccc(c23)C1Cl (centres undefined) | 9 | 8 | 4 | 11 | 7 | -1 |
| 69 | CCOC(=O)OCC1OC(OC(C)=O)C(OC(C)=O)C(OC(=O)OCC)C1OC(=O)OCC (centres undefined) | -23 | -4 | 12 | -1 | 14 | -12 |
| 70 | CCOc1cc([N+](=O)[O-])c(OCC)cc1Cl | -54 | -18 | 11 | -30 | -25 | -20 |
| 71 | N#CCCN(Cc1ccncc1)CN1C(=O)c2ccccc2C1=O | 6 | 20 | 10 | -7 | 6 | 0 |
| 72 | O=C(C1OC1c1ccccc1)C1OC1c1ccccc1 (centres undefined) | 10 | 62 | -12 | 37 | -6 | 10 |

High-throughput results from PubChem BioAssay.
